Efflux pump inh – inhibitors of Candida antifungal efflux pumps expressed in yeast; S. cerevisiae Candida pump triplex, Nile Red efflux; inhibition, % at 10 µM; 330,000 tested, 0.44% active; AID 485275;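 active = plate passing quality check with inhibition over a set limit, or well fluorescence over plate mean plus 4 SD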;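 also: Nile Red retained in pooled yeast measured as flow cytometry median fluorescence; 0% = buffer negative control and 100% = Enniatin B positive control; higher means more Nile Red kept so more efflux inhibition; some compounds called inactive have numbers as strong as hits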
GASC-1 inh – blocks human GASC-1 demethylase activity; GST-JMJD2C(1-420) H3K9me3 demethylation, DELFIA europium; inhibition, % at 2.35 µM; 330,000 tested, 0.069% active; AID 2099;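 active = more than half of a compound's replicate wells show inhibition beyond 50%, single wells judged on their own value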;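 also: signal counts dimethyl H3K9 product captured on neutravidin plate; 0% = median of DMSO wells and 100% = 0.3 times that DMSO median; strong numbers were not always called active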
PP1 inh – PP1-alpha (human) inhibition in PP5 counter-screen. P62136. AID 2235. purified PP1alpha, OMFP fluorescence. inhibition, % at 6.7 µM. 320,000 tested, 0.9% active;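 active = inhibition above the mean inhibition of all tested compounds plus 3 SD, computed separately for each screening campaign, cut at about 15% in these data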
core dimer inh – HCV core protein dimerization inhibition; TR-FRET GST/Flag-core106 dimerization, 1536-well; inhibition, % at 5 µM; 300,000 tested, 0.33% active;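 active = inhibition above the mean of all tested compounds plus 3 SD, set per screening campaign, cut at about 45% in these data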
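Material: GST/Flag-tagged HCV core106 proteins. Incubation: 4 h, 22.5 °C incubation. Read-out basis: inhibition (%) from 671 over 617 nm ratio. Measured by: TR-FRET, excitation 340 nm, emission 617 and 671 nm.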
CTSL1 counter – cathepsin L1 inhibition, PFM18AAP counter-screen; recombinant F. hepatica cathepsin L1, Z-Leu-Arg-MCA fluorescence; inhibition, % at 5.96 µM; 300,000 tested, 0.49% active; AID 1906;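 active = inhibition above the mean of all tested compounds plus 3 SD, set per screening campaign, cut at about 17% in these data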;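 also: 0% = plate median of test compound wells and 100% = 1 µM Z-Phe-Ala-diazomethylketone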
LYPLA2 inh – blocks human lysophospholipase 2, a PME1 counter-screen. recombinant LYPLA2, FP-Rh probe fluorescence polarization. O95372. AID 2177. 320,000 tested, 0.38% active. inhibition, % at 5.9 µM;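 active = inhibition above the screen-wide mean plus 3 SD, limit set per campaign, cut at about 26% in these data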;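 also: 0% = LYPLA2 with DMSO and 100% = wells lacking LYPLA2 enzyme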
Target sequence (O95372 whole entry, looked up): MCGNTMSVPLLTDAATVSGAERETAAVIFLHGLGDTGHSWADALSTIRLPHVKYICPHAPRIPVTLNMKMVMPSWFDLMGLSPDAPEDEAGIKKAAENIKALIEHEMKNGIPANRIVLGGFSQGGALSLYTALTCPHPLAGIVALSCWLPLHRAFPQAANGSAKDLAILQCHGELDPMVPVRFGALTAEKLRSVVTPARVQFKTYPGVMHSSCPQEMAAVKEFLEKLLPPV
TPT1 inh – blocks Candida albicans tRNA 2'-phosphotransferase. AID 1962. inhibition, % at 5 µM. recombinant caTPT1, FP RNA substrate dephosphorylation. 300,000 tested, 0.81% active;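 active = inhibition above the mean of all tested compounds plus 3 SD, set per screening campaign, cut at about 24% in these data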;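 also: plate controls were DMSO alone for no effect and ferristatin control at 100 nM for full effect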
PP5 inh – PP5 (human) phosphatase inhibition; purified PP5c, OMFP substrate fluorescence; inhibition, % at 6.7 µM; 320,000 tested, 0.18% active; AID 1987;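 active = inhibition above the campaign's mean inhibition across all tested compounds plus 3 SD, cut at about 9.5% in these data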;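 also: 0% = DMSO only and 100% = 100 µM cantharidin control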
PREPL inh – inhibits the human prolyl oligopeptidase-like enzyme. Q4J6C6. recombinant PREPL, fluorescence polarization activity-based probe. inhibition, % at 5.96 µM. 320,000 tested, 0.68% active. AID 2751; in the data active = inhibition above about 43%;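 also: 0% = enzyme with DMSO and 100% = wells lacking enzyme; many of its hits are not listed in these tables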
Target sequence (Q4J6C6 whole entry, looked up): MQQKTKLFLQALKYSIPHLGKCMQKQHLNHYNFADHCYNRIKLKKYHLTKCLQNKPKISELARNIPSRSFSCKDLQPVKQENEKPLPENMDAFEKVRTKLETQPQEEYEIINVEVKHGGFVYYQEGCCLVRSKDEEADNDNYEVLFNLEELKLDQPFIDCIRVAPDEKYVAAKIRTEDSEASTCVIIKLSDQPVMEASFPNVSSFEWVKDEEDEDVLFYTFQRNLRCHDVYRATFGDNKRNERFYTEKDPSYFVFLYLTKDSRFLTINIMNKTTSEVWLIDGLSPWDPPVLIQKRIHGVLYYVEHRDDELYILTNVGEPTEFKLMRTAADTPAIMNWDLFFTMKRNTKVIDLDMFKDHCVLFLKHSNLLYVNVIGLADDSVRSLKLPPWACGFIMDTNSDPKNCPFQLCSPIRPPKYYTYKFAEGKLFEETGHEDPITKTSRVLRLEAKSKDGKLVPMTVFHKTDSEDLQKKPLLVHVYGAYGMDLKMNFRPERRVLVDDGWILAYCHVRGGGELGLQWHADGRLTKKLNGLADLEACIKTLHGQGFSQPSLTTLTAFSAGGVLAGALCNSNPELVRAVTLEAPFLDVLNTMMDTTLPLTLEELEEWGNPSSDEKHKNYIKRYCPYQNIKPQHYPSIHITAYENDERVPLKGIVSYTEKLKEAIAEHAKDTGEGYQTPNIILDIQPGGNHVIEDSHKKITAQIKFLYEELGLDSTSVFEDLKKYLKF
Active calls of the source: *; . = no result given. A portion of the library (hit frequency here may not be typical).

SMILES	Efflux pump inh	GASC-1 inh	PP1 inh	core dimer inh	CTSL1 counter	LYPLA2 inh	TPT1 inh	PP5 inh	PREPL inh
Cc1cc(C)n(CC(=O)NC2C(=O)N3C(C(=O)O)=C(CSc4nnc(C)s4)CSC23)n1 (stereo not given)	0.0	22	4	-1	2	-1	-2	-0.9	10
CC(=O)N(c1nnc(-c2cccc(C)c2)s1)C1CCCC1	0.0	5	-3	8	-1	3	-1	-0.4	-4
Cc1ccc2c(c1)C(=O)CCN2	0.0	1	-6	7	-3	0	-7	2.2	5
CN(c1ccccc1)S(=O)(=O)c1cccc(NC(=O)CCN2C(=O)C3CCCCC3C2=O)c1 (stereo not given)	0.2	-7	1	-3	0	6	-2	0.5	7
CC(C)CCNC(=O)NC(=O)CSc1nnc(-c2ccccc2F)n1N	0.0	11	0	-6	2	2	-2	0.0	6
CN(Cc1nccn1C)C(=O)c1cc(COc2ccc3ncccc3c2)on1	-0.3	-7	-3	-2	-2	8	-1	-0.2	5
Cc1ccccc1NC(=O)COC(=O)c1ccccc1SCC(=O)N1CCCC1	0.2	18	-3	-6	-4	4	-1	1.3	13
CC1CCN(S(=O)(=O)c2ccc3c(c2)oc(=O)n3CC(=O)N2c3ccccc3CC2C)CC1 (stereo not given)	0.1	1	3	25	3	-4	0	2.8	4
O=C(C1CCCO1)N1CCN(c2ccc(F)cc2)CC1 (stereo not given)	0.0	-2	-1	-2	-1	5	-4	-0.8	12
CN(C)c1ccc(/C=C/C(=O)c2ccc3c(c2)OCO3)cc1	0.3	-2	-1	.	.	-5	.	0.3	52*
Nc1ccc(-n2nncc2-c2ccccc2)cc1	0.0	5	2	-3	-3	3	-3	1.9	18
CCOC(=O)C1CCN(C(=O)CC2(CC(=O)O)CCCC2)CC1	-0.1	0	1	-2	-2	10	-6	-1.0	7
Cc1ccc(S(=O)(=O)N2CCCC2c2nc3ccccc3s2)cc1 (stereo not given)	0.1	-5	-2	5	-4	5	3	2.6	-10
CC1=NN(C(N)=S)C(=O)C1N=Nc1cccc2ccccc12 (stereo not given)	-0.2	17	3	24	3	8	0	0.5	6
CCOc1ccc(N(CC(=O)NN=C2CCCC2)S(C)(=O)=O)cc1	-0.1	1	-3	-10	-1	-2	-2	3.6	6
CCOc1ccccc1NC(=O)C(OC(=O)c1ccccc1)c1ccccc1 (stereo not given)	0.4	0	6	-3	-12	-7	4	-0.1	-3
Cc1cccc(C)c1NC(=O)CCn1cnc2ccccc2c1=O	-0.1	26	-4	-3	2	8	-1	1.6	13
O=C(CNC(=O)c1ccncc1)N/N=C/c1ccccc1[N+](=O)[O-]	0.3	14	-5	6	-4	1	2	2.4	11
COc1cccc(C(=O)N2CCN(Cc3ccccn3)CC2)c1OC	0.2	-14	-8	-3	-3	0	-1	3.8	8
CC(C)CC(=O)Nc1nc2c(c(=O)[nH]1)CCCC2	0.1	-12	-3	-1	1	4	1	3.0	-3

Two compounds drawn at random from those above, as already listed:
SMILES	Efflux pump inh	GASC-1 inh	PP1 inh	core dimer inh	CTSL1 counter	LYPLA2 inh	TPT1 inh	PP5 inh	PREPL inh
CC1=NN(C(N)=S)C(=O)C1N=Nc1cccc2ccccc12 (stereo not given)	-0.2	17	3	24	3	8	0	0.5	6
CN(C)c1ccc(/C=C/C(=O)c2ccc3c(c2)OCO3)cc1	0.3	-2	-1	.	.	-5	.	0.3	52*

More entries follow.
SMILES	Efflux pump inh	GASC-1 inh	PP1 inh	core dimer inh	CTSL1 counter	LYPLA2 inh	TPT1 inh	PP5 inh	PREPL inh
COc1ccc(NC(=O)CN(C)C2CCS(=O)(=O)C2)cc1 (stereo not given)	0.0	4	-4	.	.	-2	.	0.9	0
O=C(NC(=S)Nc1cc([N+](=O)[O-])ccc1O)c1ccc2c(c1)OCO2	0.5	4	3	-7	7	2	1	2.5	10
N=c1oc2cc(O)ccc2cc1C(=O)Nc1nc2ccccc2s1	1.0	-16	5	-3	-2	0	65*	3.8	14
Cn1c(SCC(=O)Nc2ccc3c(c2)CCC3)nnc1C1CC1	0.0	8	-5	.	.	-2	.	3.8	4
Cc1ccnc(NS(=O)(=O)c2cccc([N+](=O)[O-])c2)c1	0.1	-4	-4	-2	-2	0	0	-0.5	-4
CC(C)=C1C2CCC1C1C(=O)N(NC(=O)COc3ccc(C(C)(C)C)cc3)C(=O)C21 (stereo not given)	-0.1	-4	0	6	-12	0	2	4.2	3
CCN1CCN(CCCN(Cc2ccco2)C(=S)Nc2ccc(Cl)c(C)c2)CC1	0.1	5	-2	-2	0	-3	1	-1.2	28
Cc1cc(C(=O)N/N=C/c2ccc([N+](=O)[O-])s2)n[nH]1	-0.1	2	-2	0	-1	0	-7	1.2	14
Fc1ccc(CNC(=S)Nc2ccccc2F)cc1	0.2	0	0	3	2	-8	-2	1.2	-1
COc1ccc(CCNC(=O)[C@@H]2C[C@H]2c2ccccc2)cc1OC	0.1	6	1	-1	1	8	0	0.2	-2
CN(C)c1cccc(C(=O)OCC(=O)Nc2ccccc2Sc2ccccc2)c1	0.2	20	4	6	2	3	-1	2.7	0
Cc1ccc(C)c(OCCCNCc2ccccc2)c1	-0.1	6	0	4	-1	0	0	1.8	-42
Cc1cc(NCCCn2ccnc2)n2ncc(-c3ccccc3)c2n1	-0.1	0	3	-3	2	0	-2	0.4	13
COc1ccc(NC(=O)c2c(C(F)(F)F)nn(C)c2SCc2ccccc2Cl)cc1	0.2	3	-4	2	-6	-1	-1	4.3	2
Cc1cccc(C(=O)OCC(=O)NC(C)CCc2ccccc2)c1O (stereo not given)	0.0	-24	-2	-6	0	-1	-2	1.1	-41
COc1ccc(Br)cc1CN(C)CC(=O)NCc1ccc(F)cc1	0.2	53*	1	-1	0	1	4	3.5	-23
COc1ccc(-n2cnnc2SCCC#N)cc1	0.2	3	-3	-3	2	1	1	1.5	-6
O=S(=O)(c1ccc(Cl)cc1)N1CCn2c1nc1ccccc12	0.0	-2	-2	-2	0	-5	4	-2.1	-6
CC(C)CNC(=O)COC(=O)c1ccc(Cl)c(S(N)(=O)=O)c1	0.0	-13	-2	0	-1	5	-4	0.2	-1
O=C(NC1CCCCC1)C(c1c(F)cccc1Cl)N(C(=O)c1csnn1)C1CC1 (stereo not given)	-0.2	-11	-2	-2	0	1	3	2.9	8
O=S(=O)(Nc1ccncc1)c1cc(Cl)c(Cl)cc1Cl	0.1	10	7	0	-1	6	-1	-1.5	-10
Cc1ccccc1-c1nnc(CN2CCC(C)CC2)o1	0.0	3	1	-4	-1	3	0	2.4	2
Cc1cc(C(=O)N(C)CC(=O)Nc2ccc(Cl)c(C(F)(F)F)c2)no1	0.0	-9	0	-2	6	-5	2	1.1	28
COc1ccccc1N1CCN(S(=O)(=O)c2cccc3nsnc23)CC1	0.2	22	2	0	0	-1	-3	0.4	10
COc1ccc(C2(CNC(=O)c3ccccc3)CCCC2)cc1OC	-0.1	18	-1	8	-1	1	0	1.2	-4
CN(C)c1ccc(/C=C/c2nc3ccccc3s2)cc1	0.6*	-6	7	-6	-3	-4	111*	1.1	12
Cc1nc2cc(N=NC3=C(O)CCCC3=O)ccc2s1	0.4	5	-3	8	1	-4	6	5.4	13
O=[N+]([O-])c1ccc(-c2cn3c(n2)SCC3)cc1	-0.1	4	-3	-1	-1	7	0	-0.4	4
CCCCCCCCC/C(=N\O)c1ccccn1	0.0	74	32*	-1	10	-1	-1	5.3	14
O=C(Nc1nc(-c2ccc(S(=O)(=O)N3CCCCCC3)cc2)cs1)c1cccs1	0.3	7	2	14	-4	-50	-6	4.7	-18
CCn1cc(C(=O)NCc2cccs2)c(=O)c2ccc(C)nc21	-0.1	2	-1	-1	2	3	-1	0.3	1
O=C(Nc1ccccc1Br)C1CCCN1S(=O)(=O)c1cccc2nsnc12 (stereo not given)	0.0	-4	-2	9	2	1	-2	0.5	2
O=C(C(=O)N1CCCC1)c1c(-c2ccccc2)[nH]c2ccccc12	-0.1	10	-3	-1	-1	-5	-4	-0.6	0
C#CCNC(=O)C1=C[C@@H](c2ccc3c(c2)OCO3)[C@H](CCCO)[C@@H](OCC)O1	0.1	-1	-7	-5	-3	0	-1	0.7	5
C=C(c1ccccc1Cl)[n+]1ccccc1	0.0	-5	1	-5	-2	-1	0	1.3	23
COc1cc2c(cc1OC)C(C(C)C)=NC(C)(C)C2	-0.1	0	-2	-1	4	4	3	-1.3	4
Cc1cc(Nc2ncc(Cl)cc2Cl)n(-c2ccccc2)n1	0.6	-3	-5	-7	-1	-9	0	-0.1	-1
O=C(CCc1nnc(CCC2CCCCC2)o1)NCCn1cccn1	0.1	2	-1	1	2	-3	-1	2.1	12
CCOc1ccc(-c2nnc(-c3ccco3)o2)cc1	1.3	-8	-1	10	-1	1	0	-1.4	3
Cc1cc(/C=C(\C#N)C(=O)NCc2cccs2)c(C)n1-c1ccc([N+](=O)[O-])cc1	-0.1	-44	-2	8	3	-2	2	1.2	7
COCCn1ccc2c(OCC(=O)NCc3ccccc3)cccc2c1=O	0.1	33	-5	-5	3	3	0	0.0	-5
CCCCCOc1ccc(C(=O)NCC2(c3ccccc3)CCOCC2)cc1	0.2	-5	-3	6	2	12	1	2.5	5
CCc1ccccc1NS(=O)(=O)c1ccc2[nH]cc(C(=O)NCc3ccco3)c(=O)c2c1	0.0	-18	8	2	4	-24	0	4.8	-3
CCSC1=C(C#N)C(c2cccc(Br)c2)CC(=O)N1 (stereo not given)	0.1	-3	1	0	-1	-2	2	0.1	-6
CCOc1ccc(S(=O)(=O)NCc2ccncc2)cc1NC(=O)c1ccccc1	0.1	-4	-6	0	2	-4	1	0.2	2
C#CCOCCOCCOCCNc1nc(N2CCN(C(=O)C([C@@H](C)CC)n3cc(C(N)COC(=O)C(F)(F)F)nn3)CC2)nc(N2CCN(C(=O)[C@H](Cc3cc4ccccc4[nH]3)n3cc(C(N)CO)nn3)CC2)n1 (stereo not given in full)	0.0	-35	11	-11	3	2	2	2.1	41
Cc1cc2ccccc2n1CCNC(=O)C1CCCC1	0.2	7	4	-6	2	2	-6	5.5	22
Oc1oc(-c2ccccc2)nc1C=NCc1ccccc1	0.0	3	-1	-6	6	-2	2	2.3	3
CN1C(=O)C2C3c4ccccc4C(c4ccccc43)[C@@H]2C1=O (stereo not given in full)	0.0	1	-1	-6	-3	10	-2	0.3	1
COc1ccc2occ(C(C)=O)c2c1	0.0	3	2	1	-2	-3	0	-1.0	-9
CCOC(=O)N1CCC(NC(=O)C(CC(C)C)NC(=O)C2CCCCC2)CC1 (stereo not given)	-0.1	1	1	-6	3	5	-3	-1.4	7
O=C(O)CCN=C1CCCc2ccccc2N1	0.1	4	-1	-2	-1	0	-3	2.0	8
CC(NC(=O)c1ccc(N(C)C)cc1)c1ccc(F)cc1 (stereo not given)	0.0	4	0	2	-3	4	1	0.4	3
CCOC(=O)CSc1nnc(-c2cccnc2)n1Cc1ccccc1	0.0	10	-4	4	1	-4	4	1.1	18
O=c1c2cccnc2[nH]c(=S)n1CCC1=CCCCC1	0.0	-2	-1	3	-2	2	-2	0.8	-7

Bioassay records as filed in PubChem.
